Assay outcomes deposited in PubChem BioAssay by National Center for Advancing Translational Sciences (NCATS).
D1 agonist = Allosteric Agonists of the Human D1 Dopamine Receptor: qHTS. D(1A) dopamine receptor (Homo sapiens), P21728. HEK293 T-REx D1 cells, calcium flux, agonist mode. activation, % at 2 µM. hit rate 1% among 360,000. AID 504660, 2011; in the data active = activation above about 30%; also: 0% is about no effect
Target sequence (P21728 whole entry, looked up): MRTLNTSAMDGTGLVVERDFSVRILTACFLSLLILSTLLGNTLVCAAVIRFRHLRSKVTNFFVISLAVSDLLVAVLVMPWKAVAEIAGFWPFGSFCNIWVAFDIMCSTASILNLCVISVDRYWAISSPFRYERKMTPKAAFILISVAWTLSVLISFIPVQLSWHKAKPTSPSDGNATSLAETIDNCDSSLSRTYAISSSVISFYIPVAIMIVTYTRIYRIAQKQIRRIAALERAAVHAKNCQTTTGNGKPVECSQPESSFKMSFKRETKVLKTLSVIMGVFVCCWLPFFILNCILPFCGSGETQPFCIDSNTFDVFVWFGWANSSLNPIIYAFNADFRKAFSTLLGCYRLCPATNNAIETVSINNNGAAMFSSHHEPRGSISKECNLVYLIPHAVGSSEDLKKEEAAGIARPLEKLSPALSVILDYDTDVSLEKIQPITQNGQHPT
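Tetracycline-induced HEK293 TREx D1 cells, force-coupled to calcium signalling, were dye-loaded with a no-wash calcium kit. Compound was pin-added after a 10 s baseline. Fluorescence was read kinetically at 1 cycle/s for 180 s, with calcium rises flagged as agonism.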
Vif-A3G inh = qHTS for Inhibitors of Vif-A3G Interactions: qHTS; HeLa A3G-eYFP + Vif (tagged APOBEC3G with the HIV-1 protein that degrades it), YFP fluorescence, overnight; Potency, µM (top dose mostly 46.1 µM), for the others: at the top dose activity, negative = active, hits mostly inhibitors; hit rate 0.076% among 410,000; AID 602310, 2012;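 also: potency is read from the fitted curve at half-maximal effect; % is scaled to controls: 0 for no effect and ±100 for the full control effect; nearly all actives have a fitted effect of over 60% in size; hits raise eYFP signal because A3G escapes Vif-driven loss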
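HeLa cells stably expressing Vif and C-terminally eYFP-tagged A3G, seeded overnight at 37 deg C, then exposed to compound by pintool overnight at 37 deg C. Rise in yellow fluorescence (Ex 488/Em 500-530, Acumen) marks blocked Vif-driven A3G degradation.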
RXFP1 ag = qHTS Assay for Agonists of the Relaxin Receptor RXFP1. Relaxin receptor 1 (Homo sapiens), Q9HBX9. HEK293T-RXFP1 cAMP TR-FRET, 30 min; response scale: percent of porcine relaxin response, buffer zero. Potency, µM (series often up to 57.5 µM), for the others: at the top dose activation, actives largely listed as activators. hit rate 0.3% among 370,000. AID 2676, 2010; also: potency is read from the fitted curve at half-maximal effect; % is scaled to controls: 0 for no effect and ±100 for the full control effect; nearly all actives have a fitted effect of over 60% in size; many of its hits are not listed in these tables
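HEK293T cells stably expressing RXFP1 were pretreated with the PDE4 inhibitor Ro 20174, exposed to compounds for 30 min at 37C, lysed, and cAMP was read by TR-FRET. Data normalized to buffer (basal) and 29 nM porcine relaxin (100%).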
D1 antagonist = Antagonist of Human D 1 Dopamine Receptor: qHTS | HEK293 TREx D1 cells, calcium flux, dopamine EC80; active compounds read low | hit rate 3.2% among 360,000 | D(1A) dopamine receptor (Homo sapiens), P21728 | activity change, negative = inhibition, % at 10 µM; in the data active = activity change below about -30%; also: % is scaled to controls: 0 for no effect and ±100 for the full control effect
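Antagonism measured as reduced calcium response to an EC80 dopamine addition following 180 s compound pre-read; cells were inducible HEK293 Trex D1 plated overnight at 30 C, read kinetically at 1 cycle/sec.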
Glioma ERSR ind = qHTS for Inducers of the Endoplasmic Reticulum Stress Response (ERSR) in Human Glioma: qHTS. U87-MG GRP78 promoter luciferase reporter, 16 h. Potency, µM, for the others: at the top dose activation, usual class: activators. hit rate 0.02% among 420,000; also: potency is read from the fitted curve at half-maximal effect; series mostly up to about 76 µM; % of control where 0% means no effect; nearly all actives have a fitted effect of over 35% in size
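Stably transfected U87-MG human glioma cells carrying a GRP78-based luminescent sensor were seeded at 1000 cells/well, pin-dosed with compounds and incubated 16 h. Luciferase reagent was then added, and end-point luminescence was read after 10 min at room temperature.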
D1 PAM = Potentiators of Human D1 Dopamine Receptor: qHTS. AID 504651, 2011. hit rate 0.036% among 360,000. potentiation, % at 10 µM. HEK293 TREx D1 cells, calcium flux, dopamine EC20 potentiation; in the data active = potentiation above about 30%; also: 0% is about no effect
RXFP1 antag = qHTS Assay for Antagonists of the Relaxin Receptor RXFP1; Relaxin receptor 1 (Homo sapiens), Q9HBX9; AID 1259400, 2018; activity change, negative = inhibition, % at 57.5 µM; HEK293-RXFP1, relaxin-stimulated cAMP HTRF, 30 min; active compounds read low; hit rate 0.59% among 350,000;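 active = activity change of -60% or lower, but not beyond a set lower limit; inconclusive = change between -60% and -40%, or beyond the set limit; inactive = change above -40%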; also: % is scaled to controls: 0 for no effect and ±100 for the full control effect
Vif-APOBEC3F blk = qHTS for Inhibitors of Vif-A3F Interactions: qHTS | hit rate 0.2% among 390,000 | HeLa A3F-eYFP + Vif (tagged APOBEC3F with the HIV-1 protein that degrades it), YFP fluorescence increase | Potency, µM (titrated, usually from 46.1 µM), for inactives: at the top dose activity, negative = active; also: potency is read from the fitted curve at half-maximal effect; % of control where 0% means no effect; nearly all actives have a fitted effect of over 65% in size
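HeLa cells stably expressing A3F-eYFP plus Vif, plated and incubated overnight at 37 deg C, then exposed to compounds overnight at 37 deg C. Blocked degradation read as raised yellow fluorescence (Ex 488/Em 500-530).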
D2 PAM = HTS Assay for Positive Allosteric Modulators of the Human D2 Dopamine Receptor: Primary Screen for Potentiators; D(2) dopamine receptor (Homo sapiens), P14416; hit rate 0.34% among 340,000; HEK293 T-REx D2, calcium flux, EC20 dopamine potentiation; potentiation, % at 10 µM;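 active = potentiation over 3 SD above the plate norm, cut at about 30% in these data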; also: 0% is about no effect
Target sequence (P14416 whole entry, looked up): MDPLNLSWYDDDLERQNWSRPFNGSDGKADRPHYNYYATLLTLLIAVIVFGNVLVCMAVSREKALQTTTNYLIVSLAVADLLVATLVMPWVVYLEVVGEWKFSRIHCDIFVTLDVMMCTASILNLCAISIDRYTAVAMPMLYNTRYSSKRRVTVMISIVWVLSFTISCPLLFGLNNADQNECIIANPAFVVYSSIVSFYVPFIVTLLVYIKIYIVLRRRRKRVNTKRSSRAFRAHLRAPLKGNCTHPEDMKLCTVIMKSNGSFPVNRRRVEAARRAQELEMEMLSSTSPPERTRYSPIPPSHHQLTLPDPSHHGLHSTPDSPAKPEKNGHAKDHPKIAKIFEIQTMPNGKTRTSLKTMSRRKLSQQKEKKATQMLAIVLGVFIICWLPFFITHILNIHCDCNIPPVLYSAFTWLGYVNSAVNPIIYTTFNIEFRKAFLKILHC
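Primary screen. Calcium kinetics in induced HEK293 T-REx D2 cells: compound pre-addition 180 s, EC20 dopamine, 180 s more.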
Numbers without * were called inactive; ? = inconclusive; . = no result given. Unless noted, calls follow the shape of the dose curve; as a rule, active = well fitted curve in the direction sought with a large enough effect; inconclusive = small, poorly fitted or top-dose-only effect, or another doubt; inactive = no such curve, though single readings can be large; an effect the other way counts as inactive or inconclusive.

canonical_smiles	D1 agonist	Vif-A3G inh	RXFP1 ag	D1 antagonist	Glioma ERSR ind	D1 PAM	RXFP1 antag	Vif-APOBEC3F blk	D2 PAM
Cc1ccc2nc3c(cc(C(=O)NCC4CCCO4)c(=N)n3CC3CCCO3)c(=O)n2c1 (configuration not stated)	3	0%	?	20	-2%	.	-18	8%	-1
O=C(COC(=O)/C=C/c1cccc([N+](=O)[O-])c1)NCc1ccc2c(c1)OCO2	13	0%	3.1%	-5	0%	-5	?	1%	-6
Cc1cccc(N2CCN(C(=O)Cn3cccc3C(=O)c3ccccc3)CC2)c1C	-2	2%	0.7%	18	1%	11	-31	0%	-6
O=C(Nc1ccn(Cc2c(F)c(F)cc(F)c2F)n1)c1ccc(COc2ccccc2Cl)cc1	13	1%	-2.4%	3	-4%	-8	19	-11%	0
Cc1cc(C)nc(NS(=O)(=O)c2ccc(NC(=O)c3cc(=O)c4ccc(C)c(C)c4o3)cc2)n1	1	-1%	0.6%	6	-3%	3	-14	0%	-6
Cc1cnc(C(=O)OCC(=O)c2c(N)n(CC(C)C)c(=O)n(C)c2=O)cn1	3	0%	-0.1%	1	-4%	-2	-14	6%	3
CCN(CC)C(=O)c1ccccc1NC(=O)CN1C(=O)c2ccccc2S1(=O)=O	-1	2%	0.0%	-3	-3%	3	0	0%	-8
CC(C)(C)NC(=O)NC(=O)CSc1ccc(S(=O)(=O)N2CCOCC2)cn1	2	3%	0.0%	-13	3%	2	3	0%	11

The listing continues.
canonical_smiles	D1 agonist	Vif-A3G inh	RXFP1 ag	D1 antagonist	Glioma ERSR ind	D1 PAM	RXFP1 antag	Vif-APOBEC3F blk	D2 PAM
COc1ccc(Cl)cc1NC(=O)Cn1c(=O)n(CCC(=O)NCc2ccc3c(c2)OCO3)c(=O)c2ccccc21	3	?	4.1%	-28	-1%	0	.	?	-1
O=C(NNc1ccc([N+](=O)[O-])cc1)c1ccco1	3	0%	-1.6%	2	-2%	3	-2	-26%	-14
CN1CC(=O)N(CC(=O)N2CCC(Cc3ccccc3)CC2)C1=O	-2	3%	0.4%	19	-3%	-4	9	11%	-2
COCCN(C(=O)CSCc1ccc(C)cc1)c1c(N)n(CC(C)C)c(=O)[nH]c1=O	2	0%	1.2%	16	-2%	1	-4	-5%	.
N#CCCn1c(-c2nonc2NC(=O)c2ccccc2Cl)nc2ccccc21	2	0%	16%	-15	-3%	-2	-1	-9%	5
CN1CCc2c(sc3c2C(=O)NC(c2ccccn2)N3)C1 (configuration not stated)	1	2%	-1.1%	-3	-3%	13	2	-5%	-16
CCn1c(C(=O)N2CCC(C(=O)NCCc3ccc(C)cc3)CC2)cc2sccc21	8	3%	2.7%	-21	-2%	-7	-30	-1%	-13
Cn1nnnc1SCCNCc1ccccc1OCc1ccc(F)cc1	12	5%	-1.8%	-14	-1%	-3	11	-20%	-7

3 compounds out of the list above, arranged by the value under RXFP1 antag, smallest number first.
Molecule,RXFP1 antag
CCn1c(C(=O)N2CCC(C(=O)NCCc3ccc(C)cc3)CC2)cc2sccc21,-30
O=C(NNc1ccc([N+](=O)[O-])cc1)c1ccco1,-2
CN1CC(=O)N(CC(=O)N2CCC(Cc3ccccc3)CC2)C1=O,9

Continuation:
canonical_smiles	D1 agonist	Vif-A3G inh	RXFP1 ag	D1 antagonist	Glioma ERSR ind	D1 PAM	RXFP1 antag	Vif-APOBEC3F blk	D2 PAM
O=C(c1ccco1)n1nc(-c2ccccc2)nc1NCc1ccco1	9	2%	0.0%	6	-3%	2	-6	.	.
Cn1c2ccccc2c2c(C(=O)NCc3ccco3)cn(C3CCCCC3)c(=O)c21	0	-1%	-0.2%	1	16%	-1	-9	-4%	.
O=C(Nc1ccccc1C(=O)O)c1cccc(S(=O)(=O)Nc2ccc(Br)cc2)c1	4	-4%	0.6%	4	2%	3	-8	3%	10
Cc1ccc(N(C(=O)c2ccccc2Cl)C2=NC(C)CS2)c(C)c1 (configuration not stated)	0	-6%	0.0%	6	-2%	-5	-23	1%	-22
O=C(Nc1ccc(O)cc1)c1ccc2c(c1)C(=O)N(Cc1ccccc1)C2=O	5	-10%	3.9%	0	-5%	-1	-27	?	-4
O=C(c1ccco1)N1CCN(Cc2cn[nH]c2-c2cccc3ccccc23)CC1	5	-1%	-0.1%	3	1%	-8	1	1%	-9
C=CCN1C(=O)C2C(C(=O)NC3CCCC3)C3(C)C=CC2(O3)C1C(=O)NC1CCCC1 (configuration not stated)	1	2%	2.0%	-12	-1%	-5	5	-4%	12
CCn1c(-c2cc3c(C(F)(F)F)nn(C)c3s2)n[nH]c1=S	0	-5%	8.1%	-2	-1%	5	-5	2%	22

Next section.
canonical_smiles	D1 agonist	Vif-A3G inh	RXFP1 ag	D1 antagonist	Glioma ERSR ind	D1 PAM	RXFP1 antag	Vif-APOBEC3F blk	D2 PAM
COC(=O)c1ccccc1NC(=O)N1CCN(c2ccc(F)cc2)CC1	5	2%	-0.1%	-12	-4%	-1	-4	-3%	-3
CCOC(=O)Cn1c(=O)oc2cc(S(=O)(=O)NCc3cccs3)ccc21	9	2%	1.3%	-24	-4%	-3	.	3%	-11
CO/N=C(/CS(=O)Cc1ccccc1Cl)c1ccc(Cl)cc1Cl (configuration not stated)	2	3%	-1.5%	19	-3%	-6	5	-12%	-3
CC(=O)Nc1ccc(NC(=O)CSc2nc3nc(C)cc(C)c3c(=O)[nH]2)cc1	1	2%	11%	4	-5%	4	-8	4%	-9
Cc1c(Cl)cccc1NC(=O)COC(=O)CCc1nc2ccccc2n1-c1ccccc1	0	2%	1.8%	-2	-2%	-3	.	-14%	8
O=C(Cc1csc(-c2ccc(Cl)cc2)n1)Nc1cccc(S(=O)(=O)NC2=NCCC2)c1	-1	3%	2.1%	-16	-6%	-3	0	5%	-2
C=CCNc1cc(C(F)(F)F)nc(-c2ccccn2)n1	.	-2%	0.4%	.	4%	.	-8	-4%	.
CCCCNC(=O)CSc1nc2ccc(Nc3nc(N4CCOCC4)nc(N4CCOCC4)n3)cc2s1	0	?	-0.8%	-5	-6%	1	0	-1%	-3

Some of these compounds in order of molar mass, low to high.
canonical_smiles	D1 agonist	Vif-A3G inh	RXFP1 ag	D1 antagonist	Glioma ERSR ind	D1 PAM	RXFP1 antag	Vif-APOBEC3F blk	D2 PAM
CO/N=C(/CS(=O)Cc1ccccc1Cl)c1ccc(Cl)cc1Cl (configuration not stated)	2	3%	-1.5%	19	-3%	-6	5	-12%	-3
Cc1c(Cl)cccc1NC(=O)COC(=O)CCc1nc2ccccc2n1-c1ccccc1	0	2%	1.8%	-2	-2%	-3	.	-14%	8
CCCCNC(=O)CSc1nc2ccc(Nc3nc(N4CCOCC4)nc(N4CCOCC4)n3)cc2s1	0	?	-0.8%	-5	-6%	1	0	-1%	-3

Next section
canonical_smiles	D1 agonist	Vif-A3G inh	RXFP1 ag	D1 antagonist	Glioma ERSR ind	D1 PAM	RXFP1 antag	Vif-APOBEC3F blk	D2 PAM
CCOc1ccccc1NC(=O)Cn1nnc(C(=O)Nc2ccc(C)cc2)c1N	1	-2%	-0.2%	1	-5%	-1	-5	1%	.
N#CCN1CCN(CC(=O)c2ccc(Br)cc2)CC1	5	-8%	-0.5%	-7	0%	-1	3	-12%	2
C=CC[n+]1c(C)csc1Nc1ccc(C(=O)O)cc1	3	-1%	2.8%	13	1%	3	-3	2%	4
Nn1c(SCC(=O)NC2CCS(=O)(=O)C2)nnc1-c1cccs1 (configuration not stated)	3	4%	3.8%	5	-4%	3	6	1%	-3
O=C(c1cnn(C(=O)COc2ccc(Cl)cc2)c1)c1ccccc1O	2	0%	-0.9%	5	-2%	-4	-1	7%	-1
CCN(CC)C(=O)C1CCCN(Cc2sccc2C)C1 (configuration not stated)	2	0%	0.0%	-7	-1%	2	1	-1%	-4
CCOC(=O)/C(C#N)=C/c1c(N2CCCCCC2)nc2ccccn2c1=O	4	-7%	7.4%	-16	-4%	1	4	7%	-6
NC(=O)c1cccc2cc3ccccc3cc12	0	-1%	2.5%	2	0%	-6	-4	-14%	-7

Next part
canonical_smiles	D1 agonist	Vif-A3G inh	RXFP1 ag	D1 antagonist	Glioma ERSR ind	D1 PAM	RXFP1 antag	Vif-APOBEC3F blk	D2 PAM
CN(C)C(CNC(=O)c1cc(S(=O)(=O)N2CCOCC2)ccc1F)c1cccs1 (configuration not stated)	.	9%	.	.	-3%	.	-7	-1%	.
Cc1ccc(NC(=S)NC2CC3CCC(C2)N3Cc2ccco2)cc1C (configuration not stated)	8	0%	-0.4%	-89*	0%	-17	2	3%	-10
O=C(O)CCCNC(=O)Cc1ccccc1	3	2%	-0.1%	-19	1%	1	9	1%	8
O=C1N(c2ccccc2)C2CS(=O)(=O)CC2N1c1ccc(Cl)c(Cl)c1 (configuration not stated)	13	-2%	0.2%	1	-2%	-3	6	-6%	9
CN(/N=C/c1cc(Br)cc(Br)c1O)c1cccc(C(F)(F)F)n1	6	-9%	-0.3%	-6	-6%	10	-15	-6%	-3
Cc1ccc(C(=O)N[C@H](C(=O)NC2CCCCC2)C(C)C)cc1	.	0%	.	.	-3%	.	-7	2%	.

A portion of the library (hit frequency here may not be typical).
